LYPLA2 counter: counter-screen for PME1 inhibitors: inhibitors of human LYPLA2 | recombinant LYPLA2, FP-Rh probe fluorescence polarization | 320,000 tested, 0.38% active | inhibition, % at 5.9 µM;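 active = inhibition above the screen-wide mean plus 3 SD, limit set per campaign, cut at about 26% in these data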;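 note: 0% = LYPLA2 with DMSO and 100% = wells lacking LYPLA2 enzyme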
Target sequence (O95372 whole entry, looked up): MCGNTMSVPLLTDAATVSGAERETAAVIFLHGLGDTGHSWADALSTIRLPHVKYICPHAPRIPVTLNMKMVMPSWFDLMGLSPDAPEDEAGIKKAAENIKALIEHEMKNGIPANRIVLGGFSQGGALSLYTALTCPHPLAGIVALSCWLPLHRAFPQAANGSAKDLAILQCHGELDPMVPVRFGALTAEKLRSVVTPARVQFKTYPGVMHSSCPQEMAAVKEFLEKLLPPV
PP1 inh: PP1-alpha (human) inhibition in PP5 counter-screen | P62136 | purified PP1alpha, OMFP fluorescence | inhibition, % at 6.7 µM | 320,000 tested, 0.9% active | AID 2235;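 active = inhibition above the mean inhibition of all tested compounds plus 3 SD, computed separately for each screening campaign, cut at about 15% in these data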
Target sequence (P62136 whole entry, looked up): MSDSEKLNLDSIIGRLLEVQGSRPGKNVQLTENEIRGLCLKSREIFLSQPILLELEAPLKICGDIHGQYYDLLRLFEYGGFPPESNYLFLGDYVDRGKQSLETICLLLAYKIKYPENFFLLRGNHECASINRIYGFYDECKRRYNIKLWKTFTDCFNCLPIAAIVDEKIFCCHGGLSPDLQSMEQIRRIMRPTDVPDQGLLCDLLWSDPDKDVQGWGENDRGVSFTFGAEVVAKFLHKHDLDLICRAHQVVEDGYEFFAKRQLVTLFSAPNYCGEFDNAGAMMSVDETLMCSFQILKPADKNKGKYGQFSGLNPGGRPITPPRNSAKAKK
Fh CTSL1 inh: counter-screen for PFM18AAP inhibitors: inhibitors of F. hepatica cathepsin L1; recombinant F. hepatica cathepsin L1, Z-Leu-Arg-MCA fluorescence; inhibition, % at 5.96 µM; 300,000 tested, 0.49% active;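 active = inhibition above the mean of all tested compounds plus 3 SD, set per screening campaign, cut at about 17% in these data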;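 note: 0% = plate median of test compound wells and 100% = 1 µM Z-Phe-Ala-diazomethylketone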
TPT1 inhibitor: C. albicans TPT1 enzyme inhibition; 300,000 tested, 0.81% active; inhibition, % at 5 µM; recombinant caTPT1, FP RNA substrate dephosphorylation;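 active = inhibition above the mean of all tested compounds plus 3 SD, set per screening campaign, cut at about 24% in these data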;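 note: plate controls were DMSO alone for no effect and ferristatin control at 100 nM for full effect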
GASC-1 inh: human JMJD2C demethylase inhibition; Q9H3R0; GST-JMJD2C(1-420) H3K9me3 demethylation, DELFIA europium; inhibition, % at 2.35 µM; 330,000 tested, 0.069% active; AID 2099;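 active = more than half of a compound's replicate wells show inhibition beyond 50%, single wells judged on their own value; inconclusive = some, but no more than half, of replicates pass 50% inhibition; inactive = no replicate passes 50% inhibition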;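 note: signal counts dimethyl H3K9 product captured on neutravidin plate; 0% = median of DMSO wells and 100% = 0.3 times that DMSO median; strong numbers were not always called active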
Target sequence (Q9H3R0 1-420 limits assumed): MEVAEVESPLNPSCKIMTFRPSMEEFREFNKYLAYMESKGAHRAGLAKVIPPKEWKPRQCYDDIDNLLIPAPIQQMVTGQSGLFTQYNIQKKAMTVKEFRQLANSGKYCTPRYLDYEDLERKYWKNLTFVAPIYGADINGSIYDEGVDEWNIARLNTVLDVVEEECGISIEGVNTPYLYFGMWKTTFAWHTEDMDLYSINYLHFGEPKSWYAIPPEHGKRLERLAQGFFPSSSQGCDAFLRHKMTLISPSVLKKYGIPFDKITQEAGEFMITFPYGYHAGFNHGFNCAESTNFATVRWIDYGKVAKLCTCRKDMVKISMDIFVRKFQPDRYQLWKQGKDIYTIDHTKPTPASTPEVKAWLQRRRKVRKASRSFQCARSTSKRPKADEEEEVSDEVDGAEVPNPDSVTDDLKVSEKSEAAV
Efflux pump mplx: blocks antifungal efflux pumps in multiplex yeast assay; S. cerevisiae Candida pump triplex, Nile Red efflux; inhibition, % at 10 µM; 330,000 tested, 0.44% active; AID 485275;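 active = plate passing quality check with inhibition over a set limit, or well fluorescence over plate mean plus 4 SD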;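 note: Nile Red retained in pooled yeast measured as flow cytometry median fluorescence; 0% = buffer negative control and 100% = Enniatin B positive control; higher means more Nile Red kept so more efflux inhibition; some compounds called inactive have numbers as strong as hits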
core dimer inh: blocks dimerization of HCV core protein; 300,000 tested, 0.33% active; inhibition, % at 5 µM; AID 1899; TR-FRET GST/Flag-core106 dimerization, 1536-well;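 active = inhibition above the mean of all tested compounds plus 3 SD, set per screening campaign, cut at about 45% in these data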
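Test system: GST/Flag-tagged HCV core106 proteins; Medium: KF-containing HEPES buffer, pH 7.45, DTT, CHAPS, BSA; Times: compound-protein-antibody incubation 4 h at 22.5 °C; Detection: TR-FRET 671 and 617 nm emission; Benchmarks: wells lacking GST-core106 and wells with excess unlabelled core106.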
PREPL inhibitor: inhibitors of human prolyl oligopeptidase-like enzyme PREPL; Q4J6C6; 320,000 tested, 0.68% active; recombinant PREPL, fluorescence polarization activity-based probe; inhibition, % at 5.96 µM; AID 2751; in the data active = inhibition above about 43%;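 note: 0% = enzyme with DMSO and 100% = wells lacking enzyme; many of its hits are not listed in these tables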
PP5 primary: blocks human protein phosphatase 5 activity | P53041 | purified PP5c, OMFP substrate fluorescence | inhibition, % at 6.7 µM | 320,000 tested, 0.18% active | AID 1987;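 active = inhibition above the campaign's mean inhibition across all tested compounds plus 3 SD, cut at about 9.5% in these data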;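 note: 0% = DMSO only and 100% = 100 µM cantharidin control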
The depositor's hits bear a star; ? = inconclusive. Only part of the results is shown, so the mix of outcomes need not match the whole.

SMILES | LYPLA2 counter | PP1 inh | Fh CTSL1 inh | TPT1 inhibitor | GASC-1 inh | Efflux pump mplx | core dimer inh | PREPL inhibitor | PP5 primary
Cc1cc2n(n1)C(c1cn(-c3ccccc3)nc1C)Nc1c(C)cccc1-2 (stereo not given) | -5 | -2 | -4 | 0 | -5 | 0.3 | -3 | -1 | 2.1
O=C(CN1CCN(Cc2ccccc2)CC1)c1c[nH]c2ccccc12 | -7 | -3 | -2 | 5 | 7 | 0.1 | 1 | -36 | 0.7
O=c1c2cc(NC(=S)N3CCC(N4CCCCC4)CC3)ccc2nc2n1CCCCC2 | 2 | -2 | 3 | 2 | -2 | 0.1 | 4 | 3 | 2.5
Cc1nc(C)c(C(=O)N2CCCC(CCC(=O)NCc3ccc(F)c(F)c3)C2)s1 (stereo not given) | 9 | -5 | -1 | -5 | 8 | -0.1 | -3 | 15 | 2.1
COc1ccc(C2=NN(C(=O)CCC(=O)O)C(c3ccc(Br)cc3)C2)cc1 (stereo not given) | -2 | -5 | -1 | 2 | 1 | 0.0 | 8 | 0 | 3.0
Cn1nc([N+](=O)[O-])nc1Sc1nnnn1-c1cccc(C(=O)O)c1 | -2 | -2 | 0 | -1 | 3 | 0.1 | -1 | -2 | -1.6
O=S(=O)(c1cccnc1)N1CCn2cccc2C1c1ccccc1F (stereo not given) | 2 | -6 | -2 | 1 | 5 | -0.3 | 7 | -2 | 2.6
O=C(Nc1ccc(F)cc1)c1cc2c(s1)CCCC2 | -13 | -3 | 0 | 0 | -3 | -0.1 | 8 | 0 | -1.4
CCCCn1c(N)c(N(CC(C)C)C(=O)CCCc2nc3ccccc3s2)c(=O)[nH]c1=O | 1 | -6 | 4 | 1 | ? | 0.2 | -1 | 7 | 0.9
C/C(=N\n1nnnc1Nc1ccccc1)c1ccc(N)cc1 | 4 | 3 | 5 | -4 | -2 | 0.2 | 2 | 5 | 1.6
COC(=O)c1csc(S(=O)(=O)N2CCOCC2)c1OC | 2 | -2 | -2 | -1 | 2 | 0.0 | -4 | -1 | 0.5
Cc1ccccc1C(=O)NCC(=O)OC1CCCCC1=O (stereo not given) | 7 | -4 | -3 | -1 | 12 | -0.1 | 2 | 2 | -0.4
O=C(C1Cc2ccccc2CN1S(=O)(=O)c1ccc(F)cc1)N1CCCCCC1 (stereo not given) | 6 | -1 | 7 | -1 | 0 | 0.0 | 1 | 2 | -0.7
O=C(C1=C(O)C(=O)N(CC2CCCO2)C1c1cccnc1)c1ccco1 (stereo not given) | -2 | -6 | 1 | 2 | -2 | 0.5 | 0 | -1 | 2.5
CCOc1ccc2c(c1)C(=O)c1cc(OCC(=O)O)ccc1-2 | 10 | 0 | 2 | 3 | 2 | 0.0 | -15 | -7 | 3.6
COc1cccc(-c2nc(CS(=O)(=O)CC(=O)Nc3cccc(C(C)=O)c3)c(C)o2)c1 | -2 | -1 | 0 | -1 | -12 | 0.1 | -6 | -12 | 3.2
O=C(CN(C(=O)c1ccccc1)N1C(=O)CCC1=O)c1cccs1 | 5 | -1 | 0 | -2 | -7 | 0.0 | -9 | 0 | 2.6
CNC(=S)NNC(=O)c1oc2nc(-c3ccccc3)cc(C)c2c1N | 7 | 0 | 0 | 0 | 8 | -0.1 | 1 | 3 | 1.1
CCOC(=O)CN1C(=O)C(CC)Oc2ccccc21 (stereo not given) | -3 | -3 | 2 | 1 | 4 | -0.1 | -2 | 4 | 0.2
COc1cc2[nH]cc(C(=O)NCc3cccs3)c(=O)c2cc1OC | 0 | 1 | 3 | -3 | 1 | -0.1 | 0 | -19 | 1.7
Cc1nc(N2CCCCC2C)c2c(C)c(C(=O)Nc3ccccc3C(F)(F)F)sc2n1 (stereo not given) | -15 | -6 | 2 | 1 | 5 | 0.4 | -3 | 1 | 3.1
O=C(CCc1nnc(CCCc2ccccc2)o1)NCCN1CCOC1=O | 14 | -2 | 0 | -3 | -29 | -0.1 | -4 | 16 | -0.8
CC1CCN(C(=O)CCNC(=O)c2ccccc2Cl)CC1 | -6 | 3 | -1 | 0 | 6 | -0.1 | -4 | 2 | 3.4
CC(=O)N/C(=C\c1ccccc1)C(=O)OCCCOC(=O)/C(=C/c1ccccc1)NC(C)=O | 5 | -1 | 2 | -1 | -20 | -0.5 | -3 | 2 | 0.3
Cn1cc(/C=C(\NC(=O)c2ccccc2Cl)C(=O)NCCCn2ccnc2)c2ccccc21 | 8 | -1 | 1 | 4 | 59 | 0.2 | -17 | 7 | 0.2
Continued:
SMILES | LYPLA2 counter | PP1 inh | Fh CTSL1 inh | TPT1 inhibitor | GASC-1 inh | Efflux pump mplx | core dimer inh | PREPL inhibitor | PP5 primary
COC(=O)Cn1cnc2c(nnn2-c2ccc(OC)cc2)c1=O | 2 | 3 | 1 | 0 | 15 | -0.1 | -9 | 20 | -2.0
CC1(C)CC(=O)C(C=NCCCn2ccnc2)=C(O)C1 | -1 | 1 | -1 | 0 | 2 | 0.0 | -4 | 5 | -0.4
N#CCCN1CCN(S(=O)(=O)c2ccc(S(=O)(=O)N3CCCCCC3)cc2)CC1 | -7 | -1 | 1 | -6 | 3 | -0.1 | 1 | 6 | 1.8
CC(OC(=O)c1ccc(=O)n(Cc2ccccc2)n1)C(=O)Nc1cccc(Cl)c1 (stereo not given) | 2 | 1 | 17* | 2 | 9 | 0.0 | 5 | -8 | 1.8
CC(=O)Nn1cnc2c(c1=O)C1(CCCC1)Cc1ccccc1-2 | -1 | 0 | -1 | 1 | 18 | -0.1 | 1 | -11 | 0.4
Cc1ccc(NC(=O)C2C3C=CC4(O3)C2C(=O)N(CCN2CCOCC2)C4C(=O)NC2CCCCC2)cc1C (stereo not given) | 2 | 1 | 4 | 2 | 17 | 0.1 | 3 | 7 | -0.1
Cn1ncc(C#N)c1/N=C/N(Cc1ccccc1)Cc1ccccc1 | 5 | 0 | 1 | -8 | 27 | 0.0 | 13 | -13 | 0.7
O=C(Nc1ccc(S(=O)(=O)Nc2nccs2)cc1)c1ccc(F)cc1 | -5 | -1 | -3 | 1 | -1 | 0.0 | 12 | 9 | 2.1
O=C(COc1ccc(S(=O)(=O)NC2CCCC2)cc1)NCC1CCCO1 (stereo not given) | 4 | -2 | 1 | 0 | -3 | 0.2 | 1 | 14 | -0.3
NC(=O)c1nsc(C(=O)N(c2ccc(Cl)cc2)C(C(=O)NCC2CCCO2)c2cccs2)c1N (stereo not given) | -2 | 1 | 2 | -2 | 15 | -0.2 | 8 | 8 | 0.8
COc1ccc(NC(=O)C/C(C)=N/NC(=O)c2cnccn2)cc1 | 6 | 0 | 1 | -2 | 15 | -0.1 | -2 | 11 | 0.3
CCOc1cc(NC(=S)NCC2CCCO2)c(OCC)cc1NC(=O)c1ccccc1F (stereo not given) | 1 | 4 | 1 | 4 | 29 | 0.1 | 5 | 17 | 5.0
CCOP(=O)(OCC)c1nc(-c2cccc3ccccc23)oc1N1CCCCC1 | 4 | -2 | -1 | -3 | -4 | 0.2 | 8 | 7 | -0.8
CCOC(=O)C1=C(C(F)(F)F)Nc2ncnn2C1c1cc(OC)c(OC)cc1OC (stereo not given) | 9 | 2 | 3 | -2 | 5 | 0.0 | -14 | 15 | -0.6
O=C(CN1CCN(Cc2ccc(F)cc2)C1=O)NC1CCCC1 | 0 | 7 | -3 | 0 | 16 | 0.2 | -1 | -9 | 0.3
CN1CCN(C(=O)C2=C[C@H](c3coc4ccccc4c3=O)C[C@H](OCCCCO)O2)CC1 | -2 | -1 | 0 | -2 | 3 | -0.1 | -15 | 19 | -7.5
CN(CC(=O)Nc1ccc(N2CCOCC2)cc1)C(=O)c1cccc(Cl)c1Cl | -3 | -6 | 3 | -6 | 4 | -0.1 | -11 | -2 | 1.5
O=C(Nc1cccc(NC(=O)c2ccco2)c1)c1ccc([N+](=O)[O-])cc1 | 4 | -6 | -4 | 1 | -3 | 0.1 | -1 | 2 | -1.1
COc1ccc(N(C(=O)c2cnccn2)C(C(=O)NC2CCCCC2)c2ccccc2)cc1 (stereo not given) | 3 | -2 | -2 | -2 | -8 | 0.5 | -10 | 7 | -0.7
COc1ccccc1N(CC(=O)NCCN1CCOCC1)S(=O)(=O)c1ccccc1 | 2 | -1 | -2 | -2 | -24 | 0.0 | -10 | 9 | -0.2
Cc1ccc(C(=O)CSc2nc(N)cc(=O)[nH]2)cc1C | 2 | -3 | 0 | -2 | 12 | 0.0 | 14 | 0 | 0.4
O=C(NCc1ccccc1)C12CC3CC(CC(Br)(C3)C1)C2 | 2 | 12 | -1 | -4 | -13 | -0.1 | 7 | 1 | 1.2
CCn1c(SCc2ccc(C#N)cc2)nnc1-c1cccc(Cl)c1 | -1 | 4 | -1 | 2 | 6 | -0.1 | 0 | -2 | 1.8
COC(=O)[C@H](CCSC)NC(=O)N1CCN(Cc2ccccc2)CC1 | 7 | 1 | 1 | 1 | -4 | 0.1 | -4 | 0 | 1.5
Cc1ccc(/C=C/c2nc3ccccc3s2)s1 | -5 | 3 | 0 | 42* | -1 | 0.1 | -8 | -1 | 1.8

By substructure: the compounds so far with a nitro group on carbon
SMILES | LYPLA2 counter | PP1 inh | Fh CTSL1 inh | TPT1 inhibitor | GASC-1 inh | Efflux pump mplx | core dimer inh | PREPL inhibitor | PP5 primary
Cn1nc([N+](=O)[O-])nc1Sc1nnnn1-c1cccc(C(=O)O)c1 | -2 | -2 | 0 | -1 | 3 | 0.1 | -1 | -2 | -1.6
O=C(Nc1cccc(NC(=O)c2ccco2)c1)c1ccc([N+](=O)[O-])cc1 | 4 | -6 | -4 | 1 | -3 | 0.1 | -1 | 2 | -1.1

Other results follow:
SMILES | LYPLA2 counter | PP1 inh | Fh CTSL1 inh | TPT1 inhibitor | GASC-1 inh | Efflux pump mplx | core dimer inh | PREPL inhibitor | PP5 primary
O=C(O)c1cccc([N+](=O)[O-])c1C(=O)Nc1nc2ccccc2s1 | -3 | 0 | 0 | 1 | 0 | -0.1 | -2 | -6 | -0.8
C[C@@]12C(=O)Nc3ccc(Br)cc3C(=O)N1[C@H]1c3cc(Cl)ccc3OC[C@@H]1[C@@H]2c1ccccc1 | 2 | 1 | -1 | 2 | -6 | 0.6 | 14 | -5 | 2.4
O=C(Nc1nnc(Cc2ccc(Cl)cc2)s1)c1cccs1 | 4 | 1 | -1 | 1 | 9 | 0.1 | -3 | -11 | 2.1
CCO/C=C1/C(=O)N(c2ccc(OC)cc2)C(=O)c2ccccc21 | -2 | -5 | -8 | 1 | -4 | 0.0 | 0 | 0 | 1.1
Cc1nc(NCCc2ccccc2)c2oc3ccccc3c2n1 | -4 | 1 | 0 | 2 | -3 | -0.1 | -1 | 5 | 1.6
COC(=O)C(C)N=Cc1ccccc1 (stereo not given) | 6 | -2 | -8 | -1 | 2 | 0.3 | 1 | 10 | 0.6
Cc1ccc(NC(=O)C(NC2CCCC2)c2ccccc2)cc1Cl (stereo not given) | -5 | 2 | -1 | -2 | 1 | 0.3 | 7 | -24 | 3.2
C[C@H](NC(=O)Nc1cccc(C(F)(F)F)c1)C(=O)O | 0 | -1 | 0 | 2 | -5 | -0.2 | -1 | 5 | 0.7
Cc1ccc(S(=O)(=O)Nc2cc(=O)[nH]c(SCC(=O)Nc3ccccc3C(F)(F)F)n2)cc1 | 0 | 3 | -1 | 0 | -4 | 0.3 | 2 | -2 | 1.7
CNC(=O)c1cc2cc(Cl)cc(OC)c2oc1=O | 1 | -1 | -1 | -3 | -2 | -0.1 | -7 | 19 | 2.7

Source: PubChem BioAssay (several laboratories)
